# Source: PubChem (National Center for Advancing Translational Sciences (NCATS))
# ERK AVP inh: inhibitors of vasopressin-stimulated ERK signaling pathway | 0.99% of 72,000 active | HEK293-V1b, vasopressin-stimulated pERK AlphaScreen | Potency, µM (highest dose often 57.5 µM), inactives show at the highest dose activity, negative = inhibition, most hits filed as inhibitors; also: potency is read from the fitted curve at half-maximal effect; % is scaled to controls: 0 for no effect and ±100 for the full control effect; nearly all actives have a fitted effect of over 55% in size
#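 qHTS, compounds titrated on V1b-expressing HEK293 cells. Preincubation 30 min at 37C, vasopressin 25 nM for 5 min, lysis 10 min, bead incubation 5 hr at room temperature.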
# Hsp90 Hop PPI: changes Hsp90-Hop TPR2A binding signal, up or down. 0.44% of 71,000 active. Potency, µM (series often up to 57 µM), inactives show at the top dose activity change, negative = inhibition. AlphaScreen TPR2A-His6 binding biotin-Hsp90 C-terminal peptide; active = well fitted curve in either direction with a large enough effect; inconclusive = small, poorly fitted or top-dose-only effect, or another doubt; also: potency is read from the fitted curve at half-maximal effect; % is scaled to controls: 0 for no effect and ±100 for the full control effect; many of its hits are not listed in these tables
# Luciferase inh: inhibitors of firefly luciferase; P08659; purified firefly luciferase, luminescence, 8 min; Potency, µM (top dose mostly 57.1 µM), for the others: at the top dose activity change, negative = inhibition, actives largely listed as inhibitors; 2.2% of 72,000 active; also: potency is read from the fitted curve at half-maximal effect; % is scaled to controls: 0 for no effect and ±100 for the full control effect; nearly all actives have a fitted effect of over 40% in size
# Target sequence (P08659 whole entry, looked up): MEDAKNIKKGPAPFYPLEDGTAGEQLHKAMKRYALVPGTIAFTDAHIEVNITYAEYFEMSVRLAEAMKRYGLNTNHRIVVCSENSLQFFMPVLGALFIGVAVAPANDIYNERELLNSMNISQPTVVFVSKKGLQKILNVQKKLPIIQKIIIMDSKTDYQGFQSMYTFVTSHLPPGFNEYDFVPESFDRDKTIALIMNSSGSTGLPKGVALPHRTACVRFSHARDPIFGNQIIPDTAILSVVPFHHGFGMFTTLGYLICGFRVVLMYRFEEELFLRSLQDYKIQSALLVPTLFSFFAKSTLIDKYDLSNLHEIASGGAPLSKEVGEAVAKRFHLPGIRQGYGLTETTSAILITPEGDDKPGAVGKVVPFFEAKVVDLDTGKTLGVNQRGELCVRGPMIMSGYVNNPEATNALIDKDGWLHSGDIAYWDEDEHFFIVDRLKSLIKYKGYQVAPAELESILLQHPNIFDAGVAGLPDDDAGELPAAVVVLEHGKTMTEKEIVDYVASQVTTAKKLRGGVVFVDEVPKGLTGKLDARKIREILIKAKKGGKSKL
#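 Luminescence read-out after 8 min at room temperature; enzyme reaction used luciferin plus 10 uM ATP (linear range) in imidazole buffer pH 7.2 with KCl, MgCl2, Tween 20 and BSA. Each sample was run as a titration.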
# HBB splice mod: alters splicing of the hemoglobin beta chain; HBB splicing reporter cell assay, activation; EGFP reporter with mutant IVS2-654 intron; response scale: normalised to 500 nM splice-correcting PNA; Potency, µM (top dose mostly 46.1 µM), for inactives: top-dose activation, most hits filed as activators; 0.06% of 65,000 active; AID 925; also: potency is read from the fitted curve at half-maximal effect; 0% is about no effect
#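 HeLa cells stably expressing EGFP interrupted by mutant beta-globin intron 2 (IVS2-654), 500/well in 2% FCS. Treated with compound for 2 days at 37C. Splicing correction scored as total well GFP intensity (488 nm excitation, 500-520 nm emission); 500 nM antisense PNA served as control.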
# CRE Fsk mod: modulators of forskolin-stimulated CRE signaling in CHO cells; CHO CRE-bla reporter (cAMP response element driving beta-lactamase), forskolin EC10, beta-lactamase ratio; Potency, µM (highest dose often 38.2 µM), for inactives: at the top dose activity change, negative = inhibition, usual class: activators; 2.5% of 71,000 active; active = well fitted activation curve with a large enough effect in the signal ratio, with a control signal flat, not every such curve was filed as active; inconclusive = small, poorly fitted or top-dose-only effect, or effect the other way, or a change in a side signal; the % refers to the signal ratio; also: potency is read from the fitted curve at half-maximal effect; % of control where 0% means no effect
#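 Modulation of forskolin-driven signalling is measured in CHO cells carrying a CRE-controlled beta-lactamase reporter. Cells are stimulated with EC10 NKH 477 in the presence of titrated compound for 3 h at 37 °C, then loaded with CCF4 for 2 h at room temperature.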
# Texas Red fluor: Texas Red region autofluorescence. AID 587. Compound fluorescence, Texas Red channel, 547/618 nm; active compounds read high. max dye-equivalent concentration, M. 0.06% of 59,000 active; in the data active = max dye-equivalent concentration above about 10 nM; inconclusive = between about 1.1 nM and that limit
#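 Fluorescence at ex 547/em 618 nm, normalized against an on-plate Texas Red standard series to give dye-equivalent concentration per compound concentration. Buffer 100 mM Tris, pH 8.0; 15 min RT incubation before CCD imaging.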
# Epigenetic mod: derepresses silenced GFP locus in mouse C127i cells | mouse C127i GFP locus derepression, cytometry, 30 h | Potency, µM (top dose mostly 46.1 µM), without a hit: at the highest dose GFP derepression (activation) | 0.09% of 68,000 active; also: % of control where 0% means no effect
#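 Read-out is the number of GFP-positive cells, scored as fluorescent objects 20 to 120 um wide, reflecting derepression of a silenced CMV-GFP reporter in murine C127i cells after 30 h compound exposure at 37 C.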
# A350 fluor: A350 region autofluorescence; Compound autofluorescence, 340/450 nm, Alexa 350 dye-equivalents; active compounds read high; max dye-equivalent concentration, M; 11% of 59,000 active; in the data active = max dye-equivalent concentration above about 10 nM; inconclusive = mostly about 1.1 nM to 9.6 nM
# Fluorescein fluor: compound fluoresces in the fluorescein spectral region. Compound autofluorescence, 480/540 nm, fluorescein-equivalent; active compounds read high. max fluorescein-equivalent concentration, M. 0.91% of 59,000 active. AID 593; in the data active = max fluorescein-equivalent concentration above about 10 nM; inconclusive = between about 1.1 nM and that limit
#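 Compounds (23 nL) in 100 mM Tris pH 8.0, 15 min at room temperature, then fluorescence read at 480 nm excitation/540 nm emission. Signal converted to fluorescein-equivalent concentration from an on-plate fluorescein standard curve.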
# UbGFP stabilizer: proteasome inhibitors stabilizing ubiquitin-GFP reporter; 67,000 tested, under 10 active; Ubiquitin-GFP reporter cells, proteasome inhibition, GFP fluorescence; response scale: untreated = 0%, 10 µM MG-132 = 100%; Potency, µM (top dose mostly 45.9 µM), for the others: at the highest dose activation (GFP accumulation), usual class: activators; AID 526; active = well fitted activation curve with a large enough effect, not every such curve was filed as active; inconclusive = small, poorly fitted or top-dose-only effect, or another doubt; inactive = no such curve, though single readings can be large or run the other way; also: potency is read from the fitted curve at half-maximal effect
#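 U2OS cells stably expressing ubiquitin(G76V)-GFP, seeded overnight in 0.5% FBS medium, were exposed to compounds (qHTS, 46 uM to 2.9 nM) for 4 hr at 37 °C. GFP-positive cells were counted by laser cytometry (488 ex/515 em), normalized between basal and 10 uM MG-132.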
# 4MU fluor: 4-MU region autofluorescence; 11% of 59,000 active; max dye-equivalent concentration, M; compound autofluorescence, 340/450 nm, 4-MU equivalents; active compounds read high; AID 589; in the data active = max dye-equivalent concentration above about 10 nM; inconclusive = mostly about 1.1 nM to 9.6 nM
#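 Intrinsic fluorescence at 340/450 nm (ex/em) was read after 15 min at room temperature in pH 8.0, 100 mM Tris. Each compound concentration expressed as 4-MU-equivalent concentration from a six-point 4-MU standard series on each plate.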
# Active calls of the source: *; i = inactive; ? = inconclusive; / = not tested or not shown; [ ] = another dose, or the depositor's remark. Unless noted, calls follow the shape of the dose curve; as a rule, active = well fitted curve in the direction sought with a large enough effect; inconclusive = small, poorly fitted or top-dose-only effect, or another doubt; inactive = no such curve, though single readings can be large; an effect the other way counts as inactive or inconclusive. Some of the compounds tested; rates above refer to the full screens.
SMILES,ERK AVP inh,Hsp90 Hop PPI,Luciferase inh,HBB splice mod,CRE Fsk mod,Texas Red fluor,Epigenetic mod,A350 fluor,Fluorescein fluor,UbGFP stabilizer,4MU fluor
COc1ncc2nc(-c3cccs3)c(=O)n(Cc3ccc(F)cc3)c2n1,13%,-4%,-12%[11.4 µM],1.1%,?,?,2%[9.22 µM],1.4e-08M*,i,2%,1.4e-08M*
COc1ccc(-n2c(Cn3c(=O)sc4ccccc43)nnc2SC)cc1,-17%,-3%,-4%,0.6%,0%,/,0%,/,/,5%,/
Cn1c(=O)[nH]c(=O)c2c1nc(Br)n2CC(O)c1ccccc1 (stereo unspecified),-23%,1%,-1%,3.3%[0.369 µM],23%,i,0%,i,?,/,i
COc1cc(C2C(C(=O)OC(C)C)=C(C)Nc3ncnn32)cc(OC)c1OC (stereo unspecified),4%,-4%[2.3 µM],-2%,0.7%,?,/,/,/,/,0%,/
O=C(CN1CCCN(S(=O)(=O)c2ccc(Br)cc2)CC1)Nc1ccc2cn[nH]c2c1,13%,-4%,0%,-1.2%,1%,?,6%,i,i,1%,i
CCC(C)(C(=O)NC1CCCC1)N(CC1CCCO1)C(=O)c1ccc2c(c1)OCO2 (stereo unspecified),23%,-6%,-1%,-2.9%,-6%,i,2%,i,i,-6%,i
Cn1cc(/C=N/n2cnc3scc(-c4ccccc4)c3c2=O)c2ccccc21,-15%,-6%,0%,3.8%[0.369 µM],16%,i,0%,1.2e-05M*,i,-2%,6.9e-06M*
CS(=O)(=O)N(CCc1ccccc1)CC(=O)N1CCN(Cc2ccccc2)CC1,-5%,-6%,-1%,-0.6%,-4%,i,0%,i,i,3%,i
CC(=O)Nc1c(O)nc(SCC(=O)Nc2ccc(C(C)=O)cc2)[nH]c1=O,-20%,-6%,-6%,-0.9%,3%,i,-3%,?,i,-4%,i
CN(CC(=O)Nc1ccc(Cl)cc1)CC(=O)Nc1cc(Cl)ccc1C#N,-6%,5%,-2%,-0.4%[57.5 µM],?,i,-2%,i,i,-2%,i
CC(=O)Nn1c(-c2ccccc2)cc2ccccc21,-2%,-7%,4%,1.2%,-15%,i,0%,i,i,3%,i
Cc1cccc(N2CCN(C(=O)c3ccc(NS(=O)(=O)c4c(C)noc4C)cc3)CC2)c1C,13%,-13%,-1%,-0.5%,0%,i,4%,i,i,8%,i
CCS(=O)(=O)N1CCCC(C(=O)NCCCN(C)Cc2ccccc2)C1 (stereo unspecified),6%,-3%,4%,-0.8%,-5%,i,1%,i,i,-18%,i
CCn1c(=O)c(=O)[nH]c2cc(C(=O)NC3CCCc4ccccc43)ccc21 (stereo unspecified),-12%,-3%,3%,2.0%,-10%,?,2%,i,?,4%,i
CCC(=O)c1cc(F)c(N2CCN(C(=O)Cc3ccccc3)CC2)cc1C,-20%,?,1%,0.7%,-4%,i,2%,i,i,-1%,i
CCN(C#N)c1nc(N(C)C)nc(N(C)C)n1,-9%,0%,2%,0.6%,?,i,0%,i,i,-2%,i
NC(=O)c1c(NC(=O)C2CCCO2)sc2c1CCC2 (stereo unspecified),-21%,-6%,-4%,5.3%,?,i,6%,?,i,-2%,i
O=C(O)CC(Cc1ccccc1)c1ccc2c(c1)OCO2 (stereo unspecified),-12%,-2%,2%,-0.8%,?,i,-2%,i,i,21%,i
CC(C(=O)NCCCN1CCOCC1)n1cccc1C(=O)c1ccccc1 (stereo unspecified),7%,3%,1%,-0.4%,?,?,-1%,i,i,10%,i
CCN(CC)c1ncnc2c1cnn2C,-16%,?,1%,/,?,i,-1%,i,i,9%,i
CC(=O)c1cc(-c2ccccc2)[nH]c1N1CCOCC1,6%,-3%,-1%,0.4%,-13%,?,4%,i,i,-5%,i
CCCOc1ccc(/C(O)=C2/C(=O)C(=O)N(CCCOC)C2c2cccnc2)cc1 (stereo unspecified),-11%,-1%,-2%,-0.3%[0.369 µM],12%,?,0%,?,i,/,?
CN(Cc1ccccc1)C(=O)CCNS(=O)(=O)c1ccc2c(c1)oc(=O)n2C,9%,3%,0%,-0.1%,-8%,i,-3%,i,i,3%,i
CCN(CC)CCNC(=O)Cn1nc(Cc2ccccc2)c2ccccc2c1=O,-14%,0%,3%,-0.2%,-2%,/,-2%,/,/,8%,/

# Quoted from the entries so far for reference:
SMILES,ERK AVP inh,Hsp90 Hop PPI,Luciferase inh,HBB splice mod,CRE Fsk mod,Texas Red fluor,Epigenetic mod,A350 fluor,Fluorescein fluor,UbGFP stabilizer,4MU fluor
CCN(CC)c1ncnc2c1cnn2C,-16%,?,1%,/,?,i,-1%,i,i,9%,i
CC(=O)c1cc(-c2ccccc2)[nH]c1N1CCOCC1,6%,-3%,-1%,0.4%,-13%,?,4%,i,i,-5%,i
CCCOc1ccc(/C(O)=C2/C(=O)C(=O)N(CCCOC)C2c2cccnc2)cc1 (stereo unspecified),-11%,-1%,-2%,-0.3%[0.369 µM],12%,?,0%,?,i,/,?
CN(Cc1ccccc1)C(=O)CCNS(=O)(=O)c1ccc2c(c1)oc(=O)n2C,9%,3%,0%,-0.1%,-8%,i,-3%,i,i,3%,i
CCN(CC)CCNC(=O)Cn1nc(Cc2ccccc2)c2ccccc2c1=O,-14%,0%,3%,-0.2%,-2%,/,-2%,/,/,8%,/

# (listing goes on)
SMILES,ERK AVP inh,Hsp90 Hop PPI,Luciferase inh,HBB splice mod,CRE Fsk mod,Texas Red fluor,Epigenetic mod,A350 fluor,Fluorescein fluor,UbGFP stabilizer,4MU fluor
Cc1csc(NC(=O)CCn2c(=O)sc3ccccc32)n1,9%,1%,-14%,-2.6%,-20%,i,0%,?,i,-6%,i
CCc1ccc(-c2nc(CSCC(=O)N3CCN(c4ncccn4)CC3)c(C)o2)cc1,?,?,-6%,-1.0%,1%,/,-3%,/,/,-10%,/
CCn1cc(C(=O)NCc2cccnc2)c2cc(OC)c(OC)cc2c1=O,?,0%,-3%,7.2%,5µM*,i,4%,i,i,15%,i
O=C(CCS(=O)(=O)c1cccc2nonc12)N1CCCc2ccccc21,7%,-7%,2%,-2.9%,?,i,-3%,i,i,3%,i
O=C(NCCCCNC(=O)c1ccco1)c1ccco1,18%,-2%,0%,-0.1%[57.5 µM],-6%,i,-1%,i,?,0%,i
Cn1c(=O)[nH]c(=O)c2c1nc(NCCc1ccccc1)n2CC(O)COc1ccccc1 (stereo unspecified),?,-3%,-1%,-1.2%[0.369 µM],-1%,i,-2%,i,?,/,i
COc1ccc2c(c1)[nH]c1c(=O)n(CC3CCCO3)cnc12 (stereo unspecified),/,/,-8%[25.5 µM],/,/,i,4%[20.6 µM],i,?,/,i
CCOC(=O)c1c(C2CC2)csc1NC(=O)CSCc1c(C)noc1C,14%,16%,3%,-1.1%,?,i,1%,i,?,-6%,i
C[N+](C)(C)CCC(=O)c1cccc2ccccc12,?,-7%,0%,-0.6%,?,i,?,i,?,-2%,i
O=C(CCc1nc(-c2cccs2)no1)Nc1cnc2ccccc2c1,28%,?,-1%,0.6%,?,i,-1%,i,i,-10%,i
CCOC(=O)C1CCN(C(=O)c2cn(-c3ccccc3)nc2-c2cccnc2)CC1,1%,-1%,-20%,-0.2%[57.5 µM],-8%,i,-1%,i,i,-1%,i
COc1cc(/C=C\C(=O)N2CCCCC2=O)cc(OC)c1OC,/,0%,1%[11.4 µM],/,?,i,-2%[9.22 µM],i,i,-5%,i
COc1ccc2c(c1)CCc1c(C(=O)N3CCCCCC3)noc1-2,32%[activator],10%,?,0.0%,20%,i,3%,i,?,11%,i
CC(=O)N1CCC(Nc2ccc(C)cc2)CC1,-5%,-3%,0%,0.4%,-3%,/,0%,/,/,-3%,/
CCC1(C)Cc2c(c(=O)n(-c3ccccc3)c3ncnc(N)c23)CO1 (stereo unspecified),-3%,-3%,0%,1.4%,6%,?,0%,i,i,3%,i
O=C(O)[C@H](CCc1ccccc1)N1C(=O)c2ccccc2C1=O,22%[11.5 µM],1%[11 µM],3%[11.4 µM],-0.1%[9.22 µM],10%[7.6 µM],i,9%[9.22 µM],i,i,2%[9.17 µM],i
Cc1cc(NC(=O)c2cc3n(n2)C(C(F)(F)F)CC(c2ccco2)N3)no1 (stereo unspecified),-20%,-5%,-1%,-0.1%,0%,/,7%,/,/,0%,/
CCOc1ccc(NC(=O)c2nn(C)cc2Br)cc1,/,/,10µM*,/,/,i,-3%[20.6 µM],i,i,/,i
CCCCNC(=O)CSc1cc(=O)n(C)c2ccccc12,13%,?,2%,0.4%,-8%,i,0%,?,i,-4%,?
Cc1n[nH]c(C)c1S(=O)(=O)N1CCN(C(=O)c2ccco2)CC1,17%,-1%,2%,-0.6%,-8%,i,-1%,i,i,-7%,i
